From PubChem BioAssay
P. falciparum M1AAP – P. falciparum M1AAP inhibitors, biochemical, fluorogenic H-Leu-NHMec substrate, 1536-well (AID 1445) | Aminopeptidase N (Plasmodium falciparum (isolate 3D7)) | recombinant M1AAP, H-Leu-NHMec fluorogenic kinetic assay; higher % means a stronger effect | inhibition, % at 30 µM, or IC50 in µM where a hit was titrated | 220,000 compounds, 0.42% hits;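 active means primary inhibition above the hit cutoff, then over 50% inhibition at one or more dose response concentrations, cut at about 23% in these data, passing the limit was not always enough; inconclusive means conflicting primary data, or primary hits not chosen for dose response; inactive means low primary inhibition, or under 50% at every dose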;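 further: plate controls were DMSO full reaction for no effect and no enzyme background for full effect; strong numbers were not always called active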
WT yeast gro inh – growth inhibition of WT strain, primary screen, mitochondrial fusion inhibitor project, WT and mutant strains, chemical genetic | mitochondrial fusion phenotypic screen | inhibition, % at 10 µM | 190,000 compounds, 2.1% hits | AID 1362, 2008; in the data active means inhibition above about 58%; tested in S. cerevisiae
Autophagy HCS – autophagy modulators in MEF cells, primary screen, imaging, high-content, MEF GFP-LC3 | 190,000 compounds, 0.98% hits | AID 463193, 2010 | calls only at 10 µM (by protocol) | MEF GFP-LC3 puncta imaging; test concentration mostly 10 µM;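 active means percentage of spot-positive cells more than 3 SD above its plate mean, without a fluorescence outlier flag or 80% toxicity; inconclusive means no clear call, values can overlap the other calls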;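 further: spot-positive cell cutoff set from DMSO-treated cells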
MT stabilize HCS – microtubule stabilizers in HeLa cells, primary screen, imaging, high-content imaging | HeLa tubulin immunostaining HCS, 24 h; share of cells brighter than vehicle mean+2SD | % tubulin-high responders, % at 10 µM | 200,000 compounds, 0.83% hits | AID 2205, 2009;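 active means plate Z-score above 3 for both tubulin-high and condensed-nucleus cell shares, with cell loss under 80%, at 10 µM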;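 further: anti alpha tubulin signal scored within the nucleus-defined area of each cell; some results filed as inactive read as strong as hits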
bCat nuc transl – modulators of beta-catenin nuclear translocation, primary screen, imaging, HeLa cells, immunofluorescence, high-content; nuclear translocation activity, % at 5 µM; 190,000 compounds, 0.3% hits;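 active means nuclear translocation activity above 50% at 5 µM, with a well cell count of 50 or more; inconclusive means wells under 50 cells across six images, flagged as toxic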;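 further: per-cell ratio of nuclear to cytoplasmic median beta-catenin stain intensity; plate controls were DMSO negative control for no effect and GSK-3 inhibitor IX positive control for full effect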
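Test system: human HeLa cells, native beta-catenin. Compound dosing: 5 µM primary single dose, 0.1% DMSO, 0.02–20 µM confirmation series. Incubation: compound exposure 24 h at 37°C. Detection: beta-catenin immunostaining with DAPI counterstain, 20x imaging, 6 fields/well. Read-out basis: Nuclear/cytoplasmic beta-catenin signal ratio, % activation.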
Dynein transport – inhibitors of GR-EGFP nuclear translocation, primary screen, dynein cargo transport inhibitor project, imaging, high-content, 3617.4 mouse cells; test concentration mostly 20 µM; stimulated with dexamethasone, 1 µM; stronger effect = lower value; AID 1381, 2008; z-score, hits read low; 220,000 compounds, 0.47% hits;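 active means plate z-score of nuclear minus cytoplasmic receptor signal below a set negative limit, without overly bright fluorescence or cell loss, cut at about -3.5 in these data, passing the limit was not always enough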;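 further: z-score of nuclear minus cytoplasmic ring GR-EGFP intensity difference per well; some compounds called inactive have numbers as strong as hits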
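medium = tetracycline-free induction medium containing charcoal-stripped FBS | also added = 1.0 µM final dexamethasone stimulus | schedule = 48 h induction, 1 h compound, 30 min dex at 37 °C | technique = fixed, Hoechst-stained cells imaged at 10x for EGFP | measure = GR-EGFP nuclear translocation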
T cell modulator – modulators of CD8 T cell-vesicle binding, primary screen, mouse 2C CD8+ T cells, flow cytometry; 2C CD8+ T cell-vesicle binding; stronger effect = lower value; AID 2052, 2009; 330,000 compounds, 0.068% hits; calls only at 7 µM;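 active means response, share of CD8 T cells binding vesicles, and their 90th percentile fluorescence all below set limits, cut at about 80% in these data, passing the limit was not always enough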
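incubation = binding step 1.5 h, 37 °C, antibody labelling 20 min, ice | test system = 2C mouse CD8+ T cells | read-out basis = percent CD8+ FL2 mean versus row control | controls = Peptide-free naked vesicles (low) and QL9 vesicles with 0.7% DMSO vehicle (high) | detection = flow cytometry of vesicle-bound cells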
P. falciparum M17LAP – P. falciparum M17LAP inhibitors, primary screen, biochemical, fluorogenic H-Leu-NHMec substrate, 1536-well (AID 1619); one-dose inhibition, % at 30 µM; IC50 in µM for titrated hits; recombinant M17LAP, H-Leu-NHMec fluorogenic kinetic assay; higher % means a stronger effect; Leucine aminopeptidase (Plasmodium falciparum (isolate 3D7)); 220,000 compounds, 0.38% hits;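 active means compound inhibiting the enzyme by more than half at any dose during confirmatory dose-response retesting; inconclusive means strong single-dose inhibitors picked by rank but not retested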;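 further: plate controls were full reaction with DMSO carrier for no effect and no enzyme background for full effect; strong numbers were not always called active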
Yfh1-depleted yeast – enhancers of respiration in Yfh1-depleted yeast, dose response, Friedreich's ataxia, plus single-dose screen (AID 1465); S. cerevisiae Yfh1-off respiration, WST-1 reduction, 72 h; higher fold induction means a stronger effect; 220,000 compounds, 0.074% hits; fold induction at 50 µM; hits with a dose series show EC50 in µM;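 active means fold induction of absorbance versus untreated yeast above a set limit, then at least 30% activation at any dose in follow-up; inconclusive means repeats straddling the limit, or above it without dose testing; inactive means fold induction below the set limit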;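 further: activators that raise dye reduction in frataxin-depleted yeast; strong numbers were not always called active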
WT yeast gro inh mutant strain – further read-out of WT yeast gro inh, marked with its call; inhibition, %; mitochondrial fusion phenotypic screen, mutant strain inhibition
Dynein transport cytoplasmic EGFP – further read-out of Dynein transport, marked with its call; z-score; measured here: cytoplasmic GR-EGFP intensity; stronger effect = higher value
Dynein transport nuclear GR-EGFP – second read-out of Dynein transport, no call of its own (marks repeat the call); z-score; measured here: nuclear GR-EGFP intensity;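 lower value marks the stronger effect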
Dynein transport cell count – second read-out of Dynein transport, no call of its own (marks repeat the call); z-score; measured here: cell count per field
bCat nuc transl cell count 5 µM – further read-out of bCat nuc transl, marked with its call; cell count; measured here: cell count, cytotoxicity flag
T cell modulator vesicle-bound % – also measured in T cell modulator; calls as there; double positive events, %; measured here: CD8+ vesicle-bound cell fraction;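 binding gate set so that unloaded-vesicle control wells show 10% double positive cells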
MT stabilize HCS Hoechst-high % – also measured in MT stabilize HCS; calls as there; % Hoechst-high responders; measured here: nuclear condensation Hoechst responders;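 share of cells brighter than vehicle mean plus two SD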
MT stabilize HCS cytotoxicity % – further read-out of MT stabilize HCS, marked with its call; toxicity, %; measured here: cytotoxicity by cell density;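 0% = mean cell density of plate MIN control wells and 100% = no cells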
Autophagy HCS cell loss 18 h – second read-out of Autophagy HCS, no call of its own (marks repeat the call); toxicity, %; measured here: cell loss, nuclei count;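 cell loss after 18 h compound exposure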
Starred values were filed as active, the others as inactive; i = inactive; u = inconclusive; x = not tested or not shown. Compounds as they come; any-hit rate near 4.4%.

SMILES | P. falciparum M1AAP | WT yeast gro inh | WT yeast gro inh mutant strain | Autophagy HCS | Autophagy HCS cell loss 18 h | MT stabilize HCS | MT stabilize HCS Hoechst-high % | MT stabilize HCS cytotoxicity % | bCat nuc transl | bCat nuc transl cell count 5 µM | Dynein transport | Dynein transport cytoplasmic EGFP | Dynein transport nuclear GR-EGFP | Dynein transport cell count | T cell modulator | T cell modulator vesicle-bound % | P. falciparum M17LAP | Yfh1-depleted yeast
O=C(CSc1nnc(Cc2ccccc2)o1)Nc1ccc2c(c1)OCO2 | 9% | -40 | 1 | i | 4 | 1.0 | 1.0 | 8.1 | -0.1 | 952 | 1.6 | -0.094 | 1.3 | -1.4 | i | 22 | 17% | i
Cn1c(=O)n(C)c2cc(/C=N/NC(=O)c3cc4cc(Br)ccc4o3)ccc21 | 43% | x | x | x | x | x | x | x | 0.4 | 1303 | -0.68 | 0.13 | -0.27 | -0.25 | i | 20 | 0% | i
COc1cccc(C(=O)N(Cc2ccccc2)Cc2cc3cc4c(cc3[nH]c2=O)OCCO4)c1 | 3% | -12 | -22 | i | 4 | 1.8 | 2.3 | 7.4 | -1.5 | 1336 | 0.52 | -0.24 | -0.7 | 0.54 | i | 3 | 1% | i
N#C/C(=C\c1ccc(-c2cccc(Cl)c2)o1)C(=O)Nc1cccc2cccnc12 | -1% | -3 | 3 | i | -26 | 1.7 | 1.6 | 22 | x | x | -0.37 | 0.039 | 0.027 | 0.5 | i | 41 | -7% | u
CN1CCN(c2nc3c(c(=O)n(C)c(=O)n3C)n2Cc2cccc3ccccc23)CC1 | 9% | -41 | -31 | i | 5 | 0.8 | 1.1 | 6.6 | 2.5 | 1117 | -0.33 | -0.3 | 0.12 | 0.27 | i | 16 | 9% | i
COC(=O)CN(c1ccccc1C)S(C)(=O)=O | 0% | -18 | -13 | i | 28 | 5.3 | 2.6 | 3.9 | 1.6 | 1368 | -0.12 | -0.15 | 0.31 | -0.84 | i | 28 | -8% | i
Fc1cccc(NC(=S)N2CCCC2)c1 | -2% | -9 | -3 | i | -11 | 1.9 | 2.4 | 4.0 | -1.5 | 979 | -1 | -0.3 | -0.79 | 0.57 | i | 62 | -2% | i
COc1cc(SC#N)ccc1N=Cc1c(C)[nH]n(-c2ccc(C)cc2)c1=O | 4% | 81* | 12* | i | -14 | 2.9 | 1.9 | 9.2 | -0.2 | 1087 | 0.32 | -0.23 | 0.48 | -0.46 | i | 34 | -5% | i
CCc1n[nH]c(=S)n1/N=C/c1cc(OC)cc([N+](=O)[O-])c1O | 20% | 5 | 18 | i | -13 | 1.7 | 3.3 | 7.6 | -2.8 | 1053 | 0.42 | -0.29 | 0.69 | 1.1 | i | 29 | 9% | i
CCN(CC)C(=O)C(=O)Nc1ccc(OCc2ccccc2)cc1 | -4% | -9 | 0 | i | 9 | 5.0 | 1.4 | 2.0 | 0.8 | 1061 | 0.4 | -0.24 | 0.41 | -0.42 | i | 22 | 6% | i
O=C(Cn1cccc1C(=O)c1ccccc1)NCCCN1CCOCC1 | 2% | x | x | i | 45 | 3.3 | 2.9 | 14 | -1.4 | 1390 | 0.087 | -0.11 | 0.23 | 0.13 | i | 24 | -3% | i
CN(c1ccc(C(=O)N2CCCCC2)cc1)S(C)(=O)=O | 3% | -6 | -5 | i | 5 | 3.1 | 1.8 | 4.4 | x | x | 0.34 | -0.24 | 0.52 | -0.045 | i | 10 | 5% | i
O=C(Nc1nnc(C2CC2)s1)c1ccc(S(=O)(=O)c2ccccc2)cc1 | -6% | -3 | -1 | i | -2 | 2.7 | 1.9 | 4.3 | -0.6 | 1393 | -0.78 | -0.21 | -0.19 | 0.65 | i | 6 | -8% | i
CCOC(=O)C1CCCN(C(=O)c2ccc3c(c2)OCO3)C1 (stereo unspecified) | -11% | 16 | 2 | i | 0 | 2.5 | 1.1 | 2.3 | -2.7 | 1242 | -0.84 | -0.26 | -0.92 | 0.24 | i | 20 | -5% | i
COc1ccc(NC(=O)C(Br)C(C)C)cc1 (stereo unspecified) | -1% | -8 | 2 | i | 8 | 4.1 | 3.2 | 11 | -0.1 | 1497 | -0.88 | -0.24 | -0.84 | 0.86 | i | 33 | -3% | i
O=C(NC1CCCCC1)C(c1cccs1)N(CC1CCCO1)C(=O)c1csnn1 (stereo unspecified) | u | 2 | -6 | i | 7 | 2.2 | 2.0 | 1.5 | -4.1 | 811 | -0.71 | -0.18 | -0.22 | 1.5 | i | 21 | 3% | i
COc1ccc(-c2csc(-c3cccs3)n2)c(OC)c1 | 2% | 64 | 70 | i | -1 | 3.0 | 1.8 | 8.7 | 1.2 | 1087 | 2.4 | 0.55 | 0.74 | -0.99 | i | 8 | -7% | i
CCCn1nc(-c2nnc(-c3ccc(C)c(C)c3)o2)c2ccccc2c1=O | -1% | 11 | 4 | i | -46 | 4.5 | 3.3 | 15 | 0.1 | 1070 | -0.98 | 0.022 | -0.68 | 1.2 | i | 26 | 1% | i
COc1cc(C(=O)NCCCNc2ccc([N+](=O)[O-])cc2)cc(OC)c1OC | 19% | -18 | -13 | i | 9 | 1.0 | 2.4 | 6.7 | -3.6 | 579 | 1.4 | -0.22 | 1.3 | -1.5 | i | 42 | 5% | i
O=C(O)/C=C/c1ccc(-c2cccc(C(F)(F)F)c2)o1 | 9% | -10 | -4 | i | 11 | 3.6 | 2.2 | 4.7 | -0.2 | 1140 | -0.62 | -0.29 | -0.13 | 0.2 | i | 58 | 8% | i
CC1C(c2ccccc2)=[N+]([O-])C2(CCCC2)N1O (stereo unspecified) | 2% | -7 | -2 | i | 2 | 2.5 | 1.4 | 4.0 | -1.8 | 821 | 0.053 | -0.2 | -0.033 | -0.058 | i | 34 | -4% | i
CCN(CC)C(=O)COc1cc(C)c(Cl)c(C)c1 | -4% | 2 | -8 | i | -9 | 2.1 | 2.1 | 8.4 | 0.7 | 466 | -0.38 | -0.25 | 0.16 | -0.77 | i | 14 | 0% | i
COC(=O)C1(Cc2ccc(O)cc2)OC(=O)C(O)=C1c1ccc(O)cc1 (stereo unspecified) | 10% | x | x | x | x | x | x | x | 0.3 | 1119 | -0.38 | -0.56 | 0.2 | -0.41 | i | 53 | 18% | i
COc1cccc(CN(C(=O)c2cc3ccccc3oc2=O)C2CC2)c1 | 7% | -15 | -17 | i | -4 | 3.0 | 0.8 | 66 | x | x | -0.098 | -0.27 | -0.015 | 0.63 | i | 32 | 17% | i
CCOC(=O)N1CCN(S(=O)(=O)c2cc([N+](=O)[O-])ccc2C)CC1 | 7% | -5 | -4 | i | 7 | 3.3 | 3.2 | 5.6 | -0.2 | 1438 | 0.62 | -0.32 | 0.82 | 0.31 | i | 24 | -2% | i
O=C(COC(=O)c1cc(Cl)ccc1[N+](=O)[O-])Nc1cccc2ccccc12 | -9% | 12 | -15 | i | 3 | 2.1 | 3.3 | 7.7 | -2.3 | 529 | 1 | -0.26 | 0.22 | -0.64 | i | 38 | 7% | i
CN(C)CC(C)(C)CNS(=O)(=O)c1cccc2nsnc12 | 3% | 1 | -20 | i | 16 | 3.3 | 1.5 | 6.2 | -2.6 | 582 | 0.34 | -0.12 | 1.4 | -1.5 | i | 54 | 16% | i

Arranged by value in Dynein transport cytoplasmic EGFP (largest number first): three of the compounds above.
| Molecule | P. falciparum M1AAP | WT yeast gro inh mutant strain | MT stabilize HCS Hoechst-high % | Dynein transport | Dynein transport cytoplasmic EGFP | Dynein transport nuclear GR-EGFP | Dynein transport cell count | T cell modulator | T cell modulator vesicle-bound % | P. falciparum M17LAP |
| --- | --- | --- | --- | --- | --- | --- | --- | --- | --- | --- |
| CN(C)CC(C)(C)CNS(=O)(=O)c1cccc2nsnc12 | 3% | -20 | 1.5 | 0.34 | -0.12 | 1.4 | -1.5 | i | 54 | 16% |
| CCOC(=O)N1CCN(S(=O)(=O)c2cc([N+](=O)[O-])ccc2C)CC1 | 7% | -4 | 3.2 | 0.62 | -0.32 | 0.82 | 0.31 | i | 24 | -2% |
| COC(=O)C1(Cc2ccc(O)cc2)OC(=O)C(O)=C1c1ccc(O)cc1 (stereo unspecified) | 10% | x | x | -0.38 | -0.56 | 0.2 | -0.41 | i | 53 | 18% |
